# MPTP block – permeability transition pore inhibition | AID 602449 | inhibition, % at 10 µM | 360,000 tested, 1.4% active | isolated mouse mitochondria, Ca2+ swelling absorbance, 30 min;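 active means inhibition of 50% or more, scaled per plate between neutral and stimulator controls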;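 further: 0% = DMSO wells given calcium and 100% = 1 mM EGTA wells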
# SENP6 inh – inhibitors of human SENP6 protease. Q9GZR1. Recombinant SENP6 catalytic domain, aminoluciferin luminescence. inhibition, % at 10 µM. 330,000 tested, 1.8% active. AID 2599;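 active means inhibition above about 50% at the single tested dose, limit read from the data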;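 further: plate controls were DMSO wells with enzyme for no effect and DMSO wells lacking enzyme for full effect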
# Target sequence (Q9GZR1 628-1112 limits assumed): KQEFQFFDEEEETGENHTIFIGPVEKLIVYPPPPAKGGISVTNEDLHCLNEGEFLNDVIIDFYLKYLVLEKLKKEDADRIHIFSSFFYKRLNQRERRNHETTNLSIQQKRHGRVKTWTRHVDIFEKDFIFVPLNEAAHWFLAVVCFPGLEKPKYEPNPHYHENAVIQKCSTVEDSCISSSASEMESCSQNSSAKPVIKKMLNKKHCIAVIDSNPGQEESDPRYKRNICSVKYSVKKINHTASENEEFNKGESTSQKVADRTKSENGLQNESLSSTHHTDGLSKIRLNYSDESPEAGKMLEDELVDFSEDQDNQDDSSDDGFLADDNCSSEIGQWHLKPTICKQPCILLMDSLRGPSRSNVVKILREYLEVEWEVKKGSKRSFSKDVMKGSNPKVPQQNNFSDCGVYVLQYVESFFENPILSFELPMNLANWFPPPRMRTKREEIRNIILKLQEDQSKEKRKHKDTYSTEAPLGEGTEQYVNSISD
# SENP8 block – inhibitors of human SENP8 protease; 360,000 tested, 0.64% active; inhibition, % at 20 µM; Q96LD8; recombinant SENP8, Nedd8 substrate fluorescence; AID 602440; in the data active means inhibition mostly above about 40%, no sharp cut-off; inactive means mostly below about 27%
# Target sequence (Q96LD8 whole entry, looked up): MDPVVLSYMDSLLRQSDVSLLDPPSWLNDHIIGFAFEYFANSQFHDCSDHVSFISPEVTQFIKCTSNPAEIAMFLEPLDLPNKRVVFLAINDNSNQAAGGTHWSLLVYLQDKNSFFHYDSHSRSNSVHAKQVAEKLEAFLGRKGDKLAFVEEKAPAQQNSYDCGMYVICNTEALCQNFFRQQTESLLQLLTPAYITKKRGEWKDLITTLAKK
# NR3A LBD binder – modulators (binders) of human NR3A ligand-binding domain | 340,000 tested, 2.5% active | AID 1259313 | Tm shift relative to glycine control, % at 25 µM | NR3A LBD differential scanning fluorimetry, Tm shift; 0% = protein alone, 100% = glycine-bound protein;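 active means melting temperature shift of at least 10% of the positive control shift, at one fixed dose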
# PfG6PD inh – PfG6PD (Plasmodium falciparum) enzyme inhibition | PfGluPho enzyme, NADPH resazurin-diaphorase fluorescence | inhibition, % at 20 µM | 350,000 tested, 0.78% active | AID 504690;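 active means inhibition reaching at least a set limit at 20 µM in the primary screen, cut at about 59% in these data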;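 further: 0% = DMSO wells with substrate and 100% = DMSO wells lacking glucose-6-phosphate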
# SENP1 FRET inh – inhibitors of human SENP1 SUMO protease catalytic domain. Q9P0U3. recombinant SENP1 catalytic domain, CyPet-SUMO1-YPet FRET cleavage. inhibition, % at 10 µM. 360,000 tested, 0.21% active. AID 624204;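 active means inhibition at least 30% at 10 µM, raw YFP signal under a set limit, fluorescence ratio 0.5 to 1.5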;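 further: 0% = enzyme with DMSO and 100% = no enzyme wells; some results filed as inactive read as strong as hits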
# Target sequence (Q9P0U3 419-644 limits assumed): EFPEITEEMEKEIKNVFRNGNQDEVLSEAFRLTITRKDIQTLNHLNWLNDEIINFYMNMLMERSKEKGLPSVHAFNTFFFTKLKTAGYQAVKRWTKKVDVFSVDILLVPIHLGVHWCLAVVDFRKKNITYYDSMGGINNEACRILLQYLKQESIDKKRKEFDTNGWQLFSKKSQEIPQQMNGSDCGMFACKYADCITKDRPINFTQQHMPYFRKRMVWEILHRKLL
#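 material = recombinant human SENP1 catalytic domain, His6-tagged | quantity = 20 pM enzyme | reagent = 25 nM SUMO1 FRET substrate | compound dosing = 10 µM single point, 0.5% DMSO | timing = 50 min enzyme reaction, room temperature, light-protected | detection = FRET, CFP and YFP emission | control set = no-enzyme low, enzyme-DMSO high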
# ATG4B inh – inhibitors of human ATG4B cysteine protease; AID 504462; Q9Y4P1; inhibition, % at 8.33 µM; ATG4B cleavage of LC3-PLA2, NBD-HPC fluorescence, 1 h; 340,000 tested, 0.51% active; in the data active means inhibition above about 40%
# hIAP act – increases human intestinal alkaline phosphatase activity | AID 2524 | purified human IAP, CDP-Star luminescence, 30 min; active compounds read high; 1 = vehicle-only enzyme, 0 = enzyme-free background | P09923 | activation factor at 10 µM | 330,000 tested, 0.16% active;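 active means activation factor of the enzyme at least 2-fold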; further: the source names both 10 and 20 µM as test concentration; values of inactives mirror those of a sister screen read the other way
# Starred values were filed as active, the others as inactive; i = inactive; · = not tested or not shown.
SMILES,MPTP block,SENP6 inh,SENP8 block,NR3A LBD binder,PfG6PD inh,SENP1 FRET inh,ATG4B inh,hIAP act
COc1ccc(C(=O)N2CCN(Cc3cc(OC)ccc3OC)CC2)cc1,-2.7,-6,13,2,2,0,-7,1.3
COc1ccc(N(CC(=O)Nc2cc(C)ccc2OC)S(=O)(=O)c2c(C)noc2C)cc1,2.8,-8,0,1,7,-1,-1,1.1
COc1ccc(-n2c(SC)nc(O)cc2=O)cc1,-1.8,-1,16,0,-3,1,1,1
CCOc1ccccc1C(=O)Nc1ccc2c(c1)C(=O)NC2=O,1.5,2,-290,4,-1,1,1,1
CCCCCCCN1N=C(C)C(C(=O)c2ccccc2)C1=O (configuration not stated),-0.3,-1,14,1,6,0,0,1
OC1CCN(C(=S)Nc2ccc(Oc3ccccc3)cc2)CC1,21,-8,13,-2,-9,0,-3,0.99
CCOC(=O)C1CCN(C(=O)CNC(=O)c2nn(-c3ccc(OC)c(Cl)c3)c(=O)c3ccccc23)CC1,-1.5,-4,-309,1,-10,0,3,0.95
Cc1nn(Cc2ccccc2)c(Cl)c1/C=C/C(=O)OCC(=O)N1CCCC1=O,2.8,9,13,0,1,1,-10,1.1
CN1C(=O)CCS(=O)(=O)C1c1ccc(Cl)c(Cl)c1 (configuration not stated),-2.0,·,16,·,14,-2,·,·
O=C(CSC1=NS(=O)(=O)c2cc(F)ccc2N1)Nc1ccc(F)cc1,1.7,-3,15,-2,-29,1,2,0.88
CCOC(=O)C1CCN(C(=O)CCNS(=O)(=O)c2ccc(C)cc2)CC1,-0.7,-11,12,-1,-9,1,-3,0.96
O=c1cc(O)nc(SC23CC4CC(CC(C4)C2)C3)[nH]1,-0.7,-7,-1,-5,5,2,-2,1.4
NC(=O)c1cc(Br)cc2c3c([nH]c12)CCCC3,2.9,-10,0,-18,17,-7,17,0.88
COc1ccc(N2C(=O)CC(SCCc3nc4ccccc4[nH]3)C2=O)cc1 (configuration not stated),2.4,9,12,-2,-4,0,-10,0.91
Cc1ccc(Cc2cnc(NC(=O)c3cccs3)s2)cc1,-2.3,1,-39,-10,9,-5,30,1.1
C#CC(C)OCC1CNC(=S)O1 (configuration not stated),-0.7,·,12,·,21,0,·,·
Cc1cccc(-n2c(CCN3C(=O)c4ccccc4C3=O)nc3ccccc3c2=O)n1,0.0,·,-27,2,3,-36,-1,·
COc1ccc(Oc2nnc(C)c3ccccc23)cc1,-0.5,42,16,3,4,0,-2,1.1
CCOC(=O)C1CCN(Cc2ccc(O)c3ncccc23)CC1,-0.5,-9,6,0,4,0,-11,0.93
CC1=NNC(=O)C1Cc1ccccc1 (configuration not stated),1.4,-16,24,0,15,2,-4,0.9
COc1ccc(OC)c(N(C)S(=O)(=O)c2cc3c(cc2C)NC(=O)CO3)c1,-0.5,1,1,2,-3,0,-26,1.1
C/C(=N\NC(=O)COc1ccc(C(C)(C)C)cc1)c1ccc(-n2ccnc2)cc1,1.0,3,22,-1,8,1,0,1.2
O=CN1CCN(C(=O)c2ccccc2F)CC1,-0.6,-13,5,4,-29,4,-12,1.1
N#Cc1ccc(OCC(O)CS(=O)(=O)c2ccccc2)cc1 (configuration not stated),-2.9,-9,6,-2,-4,1,-2,0.98
O=C(COC(=O)c1cccc(S(=O)(=O)N2CCCC2)c1)Nc1ccccc1,-0.6,10,6,-1,-2,2,-3,0.97

# Three of the compounds above, as labelled records.
CCOC(=O)C1CCN(C(=O)CNC(=O)c2nn(-c3ccc(OC)c(Cl)c3)c(=O)c3ccccc23)CC1
  MPTP block = -1.5	SENP6 inh = -4	SENP8 block = -309	NR3A LBD binder = 1	PfG6PD inh = -10	SENP1 FRET inh = 0	ATG4B inh = 3	hIAP act = 0.95
CN1C(=O)CCS(=O)(=O)C1c1ccc(Cl)c(Cl)c1 (configuration not stated)
  MPTP block = -2.0	SENP6 inh = ·	SENP8 block = 16	NR3A LBD binder = ·	PfG6PD inh = 14	SENP1 FRET inh = -2	ATG4B inh = ·	hIAP act = ·
O=C(COC(=O)c1cccc(S(=O)(=O)N2CCCC2)c1)Nc1ccccc1
  MPTP block = -0.6	SENP6 inh = 10	SENP8 block = 6	NR3A LBD binder = -1	PfG6PD inh = -2	SENP1 FRET inh = 2	ATG4B inh = -3	hIAP act = 0.97

# Back to the main list; the 5 compounds before the break are reprinted first.
SMILES,MPTP block,SENP6 inh,SENP8 block,NR3A LBD binder,PfG6PD inh,SENP1 FRET inh,ATG4B inh,hIAP act
COc1ccc(OC)c(N(C)S(=O)(=O)c2cc3c(cc2C)NC(=O)CO3)c1,-0.5,1,1,2,-3,0,-26,1.1
C/C(=N\NC(=O)COc1ccc(C(C)(C)C)cc1)c1ccc(-n2ccnc2)cc1,1.0,3,22,-1,8,1,0,1.2
O=CN1CCN(C(=O)c2ccccc2F)CC1,-0.6,-13,5,4,-29,4,-12,1.1
N#Cc1ccc(OCC(O)CS(=O)(=O)c2ccccc2)cc1 (configuration not stated),-2.9,-9,6,-2,-4,1,-2,0.98
O=C(COC(=O)c1cccc(S(=O)(=O)N2CCCC2)c1)Nc1ccccc1,-0.6,10,6,-1,-2,2,-3,0.97
O=C(NCc1cccnc1)c1ccc(COc2ccccc2Br)o1,-0.8,-11,12,-2,-3,4,-7,0.92
CN1CCN(c2ccccc2NC(=O)COc2ccccc2)CC1,-0.5,-4,15,0,13,0,20,1.1
CCOC(=O)C(CCC(=O)O)(CCC(C)C)c1csc(N)n1 (configuration not stated),0.8,-8,11,0,9,0,-8,0.92
COc1ccc(NC(=O)NN2CCN(C)CC2)cc1OC,-1.5,-12,26,1,0,-1,-6,1.1
COc1ccc(Nc2nc(N)c([N+](=O)[O-])c(NC3CCCCC3)n2)cc1,2.7,-10,30,11*,27,2,0,0.92
O=C(CCc1nc2ccccc2c(=O)[nH]1)N1CCN(c2ccccc2Cl)CC1,-0.9,-19,2,-3,-4,0,-10,1.1
O=[N+]([O-])c1cccc2nc(-c3ccccc3)c(-c3ccccc3)nc12,0.4,6,26,0,-12,2,4,0.85
Cc1ccc(NC(=O)Cn2nnc(C(=O)NCCc3ccccc3)c2N)c(C)c1,-0.2,1,6,-1,-13,2,-9,0.98
Cc1ccc(-c2cc(C(=O)NN)n[nH]2)o1,0.3,-4,7,-1,-16,1,-4,1.1
CC(C)(C)NC(=O)CSc1nc(N)cc(=O)[nH]1,-0.7,-33,10,7,-50,3,-7,0.97
Cc1onc(-c2c(Cl)cccc2Cl)c1COC(=O)c1ccc([N+](=O)[O-])cc1,0.0,-2,15,2,7,0,-3,0.86
Cc1ccc(C)c(NC(=O)c2cc(-c3cc(C)cc(C)c3O)n[nH]2)c1,9.1,-28,29,1,4,0,33,1.5
COC(=O)c1ccc(Cn2c(O)c(N=NC(N)=S)c3ccccc32)o1,1.5,-21,23,3,11,1,-7,0.93
COc1ccccc1CNC(=O)Cn1nnc(-c2ccncc2)n1,-1.6,-8,-76,1,-13,-13,-10,1
Cc1ccc(N(C(=O)CNC(=O)c2ccco2)C(C(=O)NC2CCCC2)c2ccncc2)cc1 (configuration not stated),-0.4,2,15,-1,8,-1,-10,1
CC1CCCCC1NC(=O)CCCCCn1c(=S)[nH]c2ccsc2c1=O (configuration not stated),-0.5,-10,10,0,-11,2,-2,0.97
CC1=C(C(=O)Nc2cc(-c3cccc(F)c3)[nH]n2)C2(CCCCC2)OC1=O,1.3,-1,-8,-5,11,3,-10,1
O=C(Nc1cccc(Cl)c1)c1ccc(NC2=NC3CS(=O)(=O)CC3S2)cc1 (configuration not stated),5.3,-15,19,-3,19,1,-17,0.82
COc1ccccc1N1CCN(C(c2ccccc2)c2nnnn2CCc2ccccc2)CC1 (configuration not stated),-2.3,-10,6,2,9,1,1,1
CCOC(=O)C(NCc1ccc(F)cc1)(NC(=O)c1ccccc1)C(F)(F)F (configuration not stated),-0.1,-4,24,1,-10,-1,-8,1.1
COC(=O)c1oc2ccccc2c1N,-0.3,13,i,-1,-7,2,-1,1.1
Cc1nc2cc3sc(C)nc3cc2s1,-0.1,15,8,1,4,2,-5,1.1
Cc1cc(=O)oc2cc(OCCc3ccccc3)ccc12,-0.4,7,-298,1,16,-3,-9,1.2
COc1cc(C(=O)O)c2c(c1C)OC(=O)c1c(C)cc(O)c(C=O)c1O2,-0.3,3,-163,-3,-21,-32,21,0.97
COc1ccc(CN2CCC(Oc3ccc(C(=O)N4CCCCC4)cc3)CC2)cc1C,0.4,-11,9,2,-1,0,5,0.95

# Random excerpt: three compounds from above
SMILES,MPTP block,SENP6 inh,SENP8 block,NR3A LBD binder,PfG6PD inh,SENP1 FRET inh,ATG4B inh,hIAP act
COc1ccc(CN2CCC(Oc3ccc(C(=O)N4CCCCC4)cc3)CC2)cc1C,0.4,-11,9,2,-1,0,5,0.95
CN1CCN(c2ccccc2NC(=O)COc2ccccc2)CC1,-0.5,-4,15,0,13,0,20,1.1
O=C(CCc1nc2ccccc2c(=O)[nH]1)N1CCN(c2ccccc2Cl)CC1,-0.9,-19,2,-3,-4,0,-10,1.1

# The results go on.
SMILES,MPTP block,SENP6 inh,SENP8 block,NR3A LBD binder,PfG6PD inh,SENP1 FRET inh,ATG4B inh,hIAP act
CC(C)Cn1c(SCC(=O)N2CCN(S(=O)(=O)c3ccccc3)CC2)nc2ccccc21,1.5,13,8,-4,2,0,-11,0.96
O=C(c1cccc(Oc2ccccc2)c1)N1CCOCC1,-0.2,-22,6,-3,-6,1,2,0.91
c1ccc2c(c1)CSc1sccc1C2=C1CCNCC1,94*,-26,17,-5,4,0,4,0.98
CCC(C)N1CC(C(=O)NC2CCCCC2)CC1=O (configuration not stated),0.2,-20,16,1,-10,2,2,1.2
COc1ccc(C)cc1NC(=O)CN(C)S(=O)(=O)c1ccc2c(c1)c(=O)n(C)c(=O)n2C,0.0,-15,7,-4,20,2,1,0.92
CCOC(=O)c1c(N)sc(C(=O)N2CCCC2)c1C,-0.2,-10,19,4,-28,2,3,0.78
N#Cc1ccc(NC(=O)COC(=O)CSc2nnc(-c3ccc(Cl)cc3)o2)cc1,0.7,-11,-13,-3,-15,1,-11,0.95
CC1(C)CC(=O)C2=C(C1)Oc1ncn(CCCn3ccnc3)c(=N)c1C2c1ccccc1 (configuration not stated),-0.3,-16,-1,·,0,-2,-10,1.1
O=C(NCc1ccccc1Cl)NCc1ccccc1Cl,0.5,1,9,-2,-10,1,1,1
CC(C)c1ccc(/C=C/C(=O)N2CCc3ccccc3C2)cc1,5.8,21,-3,-4,9,0,59*,1.1
CC(=O)Nc1ccc(NC(=O)C(C)Sc2nc3ccccc3c(=O)n2CC2CCCO2)cc1 (configuration not stated),0.4,-24,1,2,-2,1,-15,0.88
CN(CC(=O)Nc1ccc(F)c(F)c1F)C(=O)CCCc1nc2ccccc2c(=O)[nH]1,-1.6,-33,14,-1,-4,1,20,1
C=CCn1c(=S)[nH]c2sccc2c1=O,-2.8,-6,2,0,-12,-3,2,0.95
COc1ccc2cc(C(N)=O)c(=Nc3ccc(C)cc3)oc2c1,0.5,-20,-14,0,1,2,8,0.88
O=C(NCc1nnc(SCc2ccc(F)cc2)n1-c1ccccc1)C12CC3CC(CC(C3)C1)C2,-0.2,-19,15,-2,0,2,5,1.1
CCc1ccccc1NC(=O)NNS(=O)(=O)c1cc(C)ccc1C,-1.1,-10,4,1,19,2,-1,1

# Screening results as filed in PubChem.
